High-throughput results from PubChem.
E coli WT inh: blocks growth of wild type E. coli BW25113; inhibition, % at 10 µM; actives 0.05% (n = 20,000); E. coli BW25113 growth inhibition, OD600; AID 552; in the data active = inhibition above about 40%;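 also: bacteria exposed to compound for 20 hours at 37 °C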
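assay system = bacterial strain in a whole-cell growth screen | quantity = inoculum from a 1:1000 dilution of a 1.5 h subculture | buffer or medium = LB broth with 50 µg/mL kanamycin | compound dosing = one dose, 10 µM final | schedule = compound exposure of 20 h at 37 °C | technique = absorbance at 615 nm as a measure of bacterial growth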
The depositor's hits bear a star. Only part of the results is shown; count on the stated rates, not on these rows.

SMILES | E coli WT inh
Cc1cc2ncn(CCOc3ccccc3C#N)c2cc1C | -21.4
CCOc1ccccc1N1CCN(C(=O)c2ccncc2)CC1 | -2.9
O=C(Oc1ccc(OC(=O)N2CCOCC2)cc1)c1ccccc1 | 24.1
Cn1c(CC(=O)Nc2ccccc2)nnc1SCCOc1ccccc1 | -16.1
Cc1cc(NC(=O)CCC(=O)N(CC2CCCO2)C(C(=O)NC2CCCC2)c2ccccc2C)no1 (stereo not drawn) | -4.4
COC(=O)c1ccccc1NC(=O)CSc1nc(NC(=O)c2ccccc2)c2c(C)c(C)oc2n1 | -6.2
O=C(Nc1nccs1)NC(C(F)(F)F)C(F)(F)F | 2.0
C=CCn1c(SCC(=O)Nc2cccc(OC)c2)nnc1-c1cccnc1 | 0.0
Cc1cc(=O)oc2cc(OCC(=O)OCc3nnc(-c4ccccc4)o3)ccc12 | -1.7
Cn1nnc(NC(=O)c2cccc(OCc3ccccc3)c2)n1 | -12.6
CSc1ccc(S(=O)(=O)N2CCCC2)cc1 | 4.9
Cc1cc(C)nc(N2CCC(C(=O)NC3CCCCCC3)CC2)n1 | 16.3
CCOc1ccccc1C1CC(=O)Nc2cc3c(cc21)OCO3 (stereo not drawn) | -5.7
COCCn1nnnc1C(C(C)C)N1CCN(C(=O)c2ccco2)CC1 (stereo not drawn) | 8.2
COc1ccc2cnn(CCOc3ccccc3)c(=O)c2c1OC | -21.2
Cn1c(=O)n(CCC(=O)O)c2ccccc21 | 9.7
COc1ccc2c(C(=O)CN(C)C3CCCCC3)c[nH]c2c1 | 10.8
CC1CCN(C(=O)Cn2cc3c(n2)CCCC3)CC1 | -2.0
COc1cc(C2c3c(n[nH]c3C)C(=O)N2c2ccc(Br)cc2)ccc1O (stereo not drawn) | -1.9
c1ccc2c(c1)CNc1ccccc1C2 | 4.2

Reformatted comma-delimited: entries from further up.
SMILES,E coli WT inh
O=C(Oc1ccc(OC(=O)N2CCOCC2)cc1)c1ccccc1,24.1
Cn1c(CC(=O)Nc2ccccc2)nnc1SCCOc1ccccc1,-16.1
Cc1cc(NC(=O)CCC(=O)N(CC2CCCO2)C(C(=O)NC2CCCC2)c2ccccc2C)no1 (stereo not drawn),-4.4
COC(=O)c1ccccc1NC(=O)CSc1nc(NC(=O)c2ccccc2)c2c(C)c(C)oc2n1,-6.2

The main list resumes, repeating the 3 entries before the break.
SMILES | E coli WT inh
CC1CCN(C(=O)Cn2cc3c(n2)CCCC3)CC1 | -2.0
COc1cc(C2c3c(n[nH]c3C)C(=O)N2c2ccc(Br)cc2)ccc1O (stereo not drawn) | -1.9
c1ccc2c(c1)CNc1ccccc1C2 | 4.2
O=C(NCCN1CCOCC1)c1cc2ccccc2[nH]1 | -17.3
COc1cc2nc(NC(=O)c3ccc(Cl)cc3)[nH]c(=O)c2cc1OC | -9.7
Cc1cc(C)cc(N2CCCn3c2nc2c3c(=O)n(CCN3CCOCC3)c(=O)n2C)c1 | 2.0
O=C(Nc1cccc2ccccc12)c1cnccn1 | -5.0
CC12CN3CCN(CC(C3)C1(O)CN1CCCCC1)C2 (stereo not drawn) | 6.8
CCCCn1c(SCC(=O)Nc2ccc(OC)cc2)nc2ccc(N3CCOCC3)cc2c1=O | 1.9
CCOC(=O)c1ccc(NC(=O)CSc2nc(SC)ns2)cc1 | -1.2
COC(=O)c1cc(NC(=O)CSc2nnc(CN3CCOCC3)n2C)ccc1Cl | 2.6
CC(C)(C)C(=O)Nc1ccccc1N1CCN(C(=O)c2ccc(Cl)cc2)CC1 | 7.0
CCOc1ccc2c(C)c(C(=O)O)oc2c1OCC | 0.1
Cc1cc(NS(=O)(=O)c2ccc(NC(=O)COc3ccc(Cl)cc3)cc2)no1 | -1.4
O=C1CC(c2ccccc2)n2ncnc2N1 (stereo not drawn) | 0.3
CCCCn1c(NCCC)nc2c1c(=O)[nH]c(=O)n2C | 8.9
COc1ccccc1C(=O)NCCNC(=O)c1ccco1 | -1.8
C=CCn1c(-c2cccs2)nc2ccccc21 | -25.2
c1ccc(CCc2nn3c(-c4ccncc4)nnc3s2)cc1 | -14.0
O=C(O)c1cccc(COc2ccccc2Cl)c1 | -23.7
CCOC(=O)c1ccccc1NC(=O)c1cccnc1 | 2.8
O=C(c1ccc(Br)o1)N(Cc1ccccc1)c1ccccn1 | 4.1
COc1ccc(C(C)=O)cc1CSc1nc2ccccc2o1 | -19.2

A section of the results above:
SMILES | E coli WT inh
O=C(O)c1cccc(COc2ccccc2Cl)c1 | -23.7
CCOC(=O)c1ccccc1NC(=O)c1cccnc1 | 2.8
O=C(c1ccc(Br)o1)N(Cc1ccccc1)c1ccccn1 | 4.1
COc1ccc(C(C)=O)cc1CSc1nc2ccccc2o1 | -19.2

Laid out differently: 3 of the compounds above
smiles	E coli WT inh
Cc1cc(C)cc(N2CCCn3c2nc2c3c(=O)n(CCN3CCOCC3)c(=O)n2C)c1	2.0
CCCCn1c(NCCC)nc2c1c(=O)[nH]c(=O)n2C	8.9
c1ccc(CCc2nn3c(-c4ccncc4)nnc3s2)cc1	-14.0

More entries.
SMILES | E coli WT inh
Fc1ccc(-c2ccc(-c3nn4c(-c5ccco5)nnc4s3)o2)cc1 | -4.7
CCCn1nnnc1NC(=O)CSc1ccc(Cl)cc1 | -19.1
CN(Cc1ccccc1)Cc1nc2c([nH]1)c(=O)[nH]c(=O)n2C | 4.5
CN(Cc1nc(-c2ccccn2)no1)S(=O)(=O)c1ccc(Cl)cc1 | -19.3
O=C(O)Cc1ccc(NC(=O)c2cccs2)cc1 | -19.2
O=C(CSc1ncn(-c2ccccc2)n1)Nc1ccc(Br)cn1 | -5.3
Cc1ccc(Cn2c(C)nc3c(c2=O)c2nc4ccccc4nc2n3Cc2ccco2)cc1 | 5.3
O=C(Nc1cccnc1)c1cnn2c(C(F)F)cc(C3CC3)nc12 | -11.1
O=S(=O)(NCc1ccccc1)c1ccc2c(c1)OCCO2 | 4.4
COc1ccc(OC)c(C(=O)c2coc3ccc(O)c(CN4CCOCC4)c23)c1 | -0.5
COCCn1nnnc1C(c1cc2cc(C)cc(C)c2[nH]c1=O)N1CCN(c2ccccc2F)CC1 (stereo not drawn) | 0.5
CCOc1cc(C(=O)O)cc(Cl)c1OCC#N | -12.5
Cc1ccc(S(=O)(=O)N(C)CCCC(=O)n2nc(C)cc2C)cc1 | -9.1
CCn1c(CNC(=O)c2ccc3c(c2)OCO3)nnc1SCC(=O)Nc1cc(C)ccc1OC | -8.4
COc1ccc(N(C(C)C(=O)NC2CCCCCC2)S(C)(=O)=O)cc1 (stereo not drawn) | 9.2
CC1(C)NC(=O)N(CCOc2cccc(Oc3ccccc3)c2)C1=O | 1.0
CN(Cc1ccccc1)S(=O)(=O)c1ccc(NS(C)(=O)=O)cc1 | -15.2
COc1cc2c(cc1NC(=O)c1ccc3c(c1)OCO3)oc1ccccc12 | -9.7
CN(CC(=O)N1CCCc2c1c(=O)oc1ccc(O)cc21)Cc1ccccc1 | 2.1
c1ccc(Cc2nnc3sc(-c4ccc5c(c4)OCO5)nn23)cc1 | -7.3
Cc1cc(NC(=O)COc2cccc3cccnc23)no1 | 17.8
CCC(c1nc2ccccc2c(=O)n1-c1cccnc1)N1C(=O)c2ccccc2C1=O (stereo not drawn) | -25.6
O=C(NCC(c1cccnc1)N1CCN(c2ccccc2)CC1)c1ccc2c(c1)OCO2 (stereo not drawn) | -4.9
CC1(C)CC(=O)c2cnc(NCc3ccco3)nc2C1 | 6.8
O=C(COc1ccccc1)NCCSCc1ccco1 | 2.1
O=S(=O)(NC1CCCCC1)c1ccc(Cl)s1 | -1.5
O=C(COc1ccc(F)cc1Br)N1CCc2ccccc21 | 10.1
O=C(Nc1nnc(-c2ccccc2Cl)o1)c1cccnc1 | -19.2
C=CCn1c(N)c(C(=O)N2CCN(C)CC2)sc1=S | 0.2
O=C(CSc1ncnc2c1cnn2Cc1ccccc1)Nc1ccc2c(c1)OCCO2 | 7.4
O=C(NCCCN1CCOCC1)c1cc(-c2ccc(O)cc2)on1 | 9.6
Cc1csc(OCc2ccc(C#N)cc2)n1 | -0.8
Cc1cccc(OCCCC(=O)O)c1C | -0.3
C#CCOC(=O)c1ccccc1C(=O)N(CC)CC | -15.7
O=C(NC(=O)N1CCN(c2cccc(Cl)c2)CC1)c1ccccc1 | -15.2
CCN=C1SCC(=O)N1c1ccc(OC)cc1 | -6.3
Cc1ccc(C(C(=O)NC(C)(C)C)N(C(=O)c2csnn2)c2cccc(F)c2)o1 (stereo not drawn) | -3.5
COc1ccc(OC)c(S(=O)(=O)N2CCC(C(=O)NCC3CCCO3)CC2)c1 (stereo not drawn) | -1.6
CC(C)(C)c1csc(NC(=O)Cn2cnc3ccccc3c2=O)n1 | -14.6
CC1=C(C#N)C(NC(=O)C2CC2)(C(F)(F)F)C(=O)N1 (stereo not drawn) | -15.8
CC(c1ccccc1)n1c(-c2ccncc2)n[nH]c1=S (stereo not drawn) | -25.6
CC1CCN(C(=O)c2cc(-c3ccc(Cl)c(Cl)c3)on2)CC1 | 6.9
Cc1cc(NC(=O)c2ccc3c(c2)C(=O)N(Cc2cccnc2)C3=O)no1 | -12.0
CC(=O)c1c(C)nc2cc(Cl)ccc2c1N | -12.7
O=S(=O)(NCC1CCCO1)c1cc(Cl)ccc1Br (stereo not drawn) | -1.9
Cc1ccc(F)cc1NC(=O)C1CCCN(c2ncccn2)C1 (stereo not drawn) | -2.6
Cc1cccc(-c2noc(CN(C(=O)c3ccc4c(c3)OCO4)C(C)C)n2)c1 | -17.8
CCN(CC)c1ccc(NC(=O)c2ccccc2F)cc1 | -10.2
CC(=O)c1cccc(NC(=O)c2cc3nc(C)cc(C)n3n2)c1 | -23.8
O=C(CSCCO)N1CCc2ccccc21 | 1.3
c1csc(Cc2nn3c(-c4n[nH]c5c4CCC5)nnc3s2)c1 | -6.0
Cc1nc2ccc(C(=O)N3CCN(c4ccccn4)CC3)cc2s1 | -23.1
Cc1nc(C)n(CC(O)COc2ccc(C(=O)c3ccccc3)cc2)n1 (stereo not drawn) | -18.1
COc1ccc(S(=O)(=O)Nc2ccccn2)c(C)c1C | -15.2
Cc1cc(=O)[nH]c(SCc2cccc(Br)c2)n1 | -11.7
Cc1ccc(CSc2nc3c(c(=O)[nH]2)C(c2ccncc2)C2=C(CCCC2=O)N3)cc1 (stereo not drawn) | -3.2
Cc1c(C(=O)N2CCc3ccccc32)oc2c1C(=O)CC(C)(C)C2 | -17.5
CCC(=O)Nc1cccc(Br)c1 | 0.2
O=C(NCc1ccccc1)C1CCCN(S(=O)(=O)c2cccnc2)C1 (stereo not drawn) | -5.6
Cc1ccc(C)c(-n2nnnc2SCC(=O)NCCC2=CCCCC2)c1 | -0.4

(list continues)
SMILES | E coli WT inh
Cc1cc(S(=O)(=O)n2cnc3ccccc32)c(C)cc1Cl | -4.2
CCCc1nc(NCc2ccncc2)c2nnn(Cc3ccccc3F)c2n1 | -2.3
CCCN1C(=O)SC(CC(=O)Nc2ccc(Br)cc2)C1=O (stereo not drawn) | -2.8
CCOC(=O)c1cc(-c2ccc(Cl)s2)nc2c1c(C)nn2C | 4.8
Cc1ccc(NC(=O)CC2Nc3ccccc3NC2=O)cc1Cl (stereo not drawn) | 5.2
CCCCc1ccc(S(=O)(=O)NCCc2ccncc2)cc1 | -12.5
O=C(O)Cn1c(SCCOc2ccccc2)nc2ccccc21 | -16.3
CCCCN(CC)S(=O)(=O)N1CCC(C(=O)NCc2ccc(F)cc2)CC1 | -0.6
O=C(CSCCO)Nc1ccc(C2CCCCC2)cc1 | -6.7
FC(F)(F)c1nnc2ccc(NCn3nnc4ccccc43)nn12 | -0.6
Cn1c(SCC(=O)Nc2ccc(N3CCOCC3)c(Cl)c2)nnc1-c1ccccc1 | -21.0
Cn1c(Cc2ccccc2)nnc1SCC(=O)Nc1ccc2c(c1)OCO2 | -20.7
O=C(O)CC(C(=O)Nc1cccc(C(F)(F)F)c1)C1CCCO1 (stereo not drawn) | -0.6
CC(C)(C)c1cc(CN2CCN(CCO)CC2)cc(C(C)(C)C)c1O | 7.3
O=C(CNC(=O)C12CC3CC(CC(C3)C1)C2)NC1=NCCS1 | -1.7
Cc1cc(C)c(C#N)c(SCCS(=O)(=O)Cc2ccccc2)n1 | -15.4
Cn1nnnc1SCC(=O)N1CCN(Cc2ccccc2)CC1 | -22.1
CNC(=O)CN(c1cc(C)ccc1C)S(C)(=O)=O | -16.9
COc1ccc(-n2c(Cc3cccn3C)nnc2SCC(=O)NCC2CCCO2)cc1 (stereo not drawn) | -2.3
O=C(NCCN1CCOCC1)c1ccc(CS(=O)(=O)Cc2ccccc2F)o1 | -6.5
